# TLR9-MyD88 block: blocks human TLR9 binding to MyD88. Q9NR96+Q99836. inhibition, % at 4.98 µM. actives 0.21% (n = 340,000). CHO BLA complementation TLR9-MyD88, CCF4 FRET ratio. AID 504734;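 active = inhibition above the mean over all tested compounds plus 3 SD, cut at about 21% in these data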;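 also: 0% = DMSO only wells and 100% = clavulanate BLA inhibitor control wells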
# Cardio protect: protects H9c2 cardiomyocytes from peroxide injury; H2O2 injury protection, ATPLite, 2 h; protection from H2O2 cell death, % at 20 µM; actives 0.63% (n = 360,000);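 active = compounds giving at least 50% protection of heart cells from peroxide-induced death in the single-dose screen, raw or plate-pattern-corrected value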;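 also: 0% = DMSO wells with peroxide and 100% = DMSO wells without peroxide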
# MC4R ag barr: human MC4R agonism via beta-arrestin. P32245. U2OS MC4R beta-arrestin complementation, luminescence; percent of melanotan II response, DMSO zero. activation, % at 8.9 µM. actives 0.98% (n = 360,000);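 active = activation above a per-plate cutoff, the mean activation of sample wells on that plate plus 3 SD, cut at about 8% in these data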
# N-glyco inh: N-linked glycosylation inhibition; D54 ERlucT glycosylation luciferase reporter, 24 h; percent of 100 nM tunicamycin response; reporter increase, % at 12.5 µM; actives 0.23% (n = 360,000);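 active = mean luciferase reporter signal, scaled so untreated is 0 and the glycosylation-blocking control 100, at or above a set limit in every replicate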;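 also: luciferase carries N-glycosylation sites so blocking glycosylation raises the light; 0% = median of neutral control wells and 100% = median of 100 nM tunicamycin wells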
# NCOA2 inhibitor: inhibits human steroid receptor coactivator 2. inhibition, % at 9 µM. actives 0.17% (n = 370,000). HEK293 GAL4-SRC2 luciferase reporter, luminescence;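 active = inhibition above the mean inhibition of all tested compounds plus 3 SD, set per campaign, cut at about 52% in these data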;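 also: 0% = DMSO treated cells and 100% = cells given Gossypol at 36 µM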
# NOD2 RIPK2 PPI: blocks binding of human NOD2 to RIPK2; CHO BLA complementation NOD2-RIPK2, CCF4 ratio; actives 0.38% (n = 360,000); inhibition, % at 4.98 µM; O43353; AID 624267; in the data active = inhibition above about 21%;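 also: 0% = vehicle only and 100% = reference blocker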
# Target sequence (O43353 whole entry, looked up): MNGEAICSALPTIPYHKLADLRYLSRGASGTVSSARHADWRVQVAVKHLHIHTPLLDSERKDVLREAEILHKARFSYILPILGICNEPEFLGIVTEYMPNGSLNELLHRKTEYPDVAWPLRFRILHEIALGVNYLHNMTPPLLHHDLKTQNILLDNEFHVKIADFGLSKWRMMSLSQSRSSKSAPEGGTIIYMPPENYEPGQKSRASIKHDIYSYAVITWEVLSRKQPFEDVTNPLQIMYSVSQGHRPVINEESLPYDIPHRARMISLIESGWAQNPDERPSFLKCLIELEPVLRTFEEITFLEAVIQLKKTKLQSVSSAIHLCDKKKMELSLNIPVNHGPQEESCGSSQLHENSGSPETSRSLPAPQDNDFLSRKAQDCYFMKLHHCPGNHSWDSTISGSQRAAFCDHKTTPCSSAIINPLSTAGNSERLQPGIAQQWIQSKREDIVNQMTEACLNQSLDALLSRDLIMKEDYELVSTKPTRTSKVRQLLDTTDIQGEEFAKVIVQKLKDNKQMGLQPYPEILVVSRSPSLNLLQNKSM
# HTR2A ag: agonists of mouse serotonin 5-HT2A receptor (HTR2A). P35363. CHO-K1 mHTR2A beta-arrestin complementation, luminescence; percent of 30 µM serotonin response. activation, % at 7.6 µM. actives 0.66% (n = 360,000). AID 624169;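 active = activation above a run cutoff, the mean activation of all tested compounds plus 3 SD, cut at about 14% in these data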;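 also: 0% = plate median of compound wells and 100% = 30 µM serotonin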
# Target sequence (P35363 whole entry, looked up): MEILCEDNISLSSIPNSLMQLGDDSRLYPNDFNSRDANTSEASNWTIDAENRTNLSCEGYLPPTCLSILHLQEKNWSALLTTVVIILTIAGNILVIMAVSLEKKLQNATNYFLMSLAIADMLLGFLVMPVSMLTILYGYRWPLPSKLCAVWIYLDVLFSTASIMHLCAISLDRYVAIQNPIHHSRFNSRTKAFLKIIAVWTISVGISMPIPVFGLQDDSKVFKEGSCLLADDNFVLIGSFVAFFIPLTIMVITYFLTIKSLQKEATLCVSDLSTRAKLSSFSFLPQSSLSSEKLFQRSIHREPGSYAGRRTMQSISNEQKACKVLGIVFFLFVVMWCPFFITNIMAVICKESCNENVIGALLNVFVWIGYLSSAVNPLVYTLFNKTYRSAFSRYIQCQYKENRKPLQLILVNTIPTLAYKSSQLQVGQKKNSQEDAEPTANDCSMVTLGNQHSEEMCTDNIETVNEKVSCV
# ABHD5-PLIN5 inh: inhibitors of human ABHD5-perilipin-5 interaction; Split G. princeps luciferase complementation, luminescence, 4 h; inhibition, % at 4 µM; actives 0.78% (n = 360,000); AID 602281;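 active = inhibition above the mean inhibition across every tested compound plus 3 SD, cut at about 22% in these data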;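 also: 0% = DMSO only wells and the 100% control is not disclosed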
# MC4R antag cAMP: antagonists of human melanocortin 4 receptor (MC4R); AID 540295; MC4R-expressing cells, MTII-stimulated cAMP, LANCE TR-FRET; inhibition, % at 6.5 µM; actives 0.48% (n = 360,000);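 active = inhibition above its plate's cutoff, the mean of tested wells on that plate plus 3 SD, cut at about 29% in these data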;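 also: 0% = Melanotan II alone and 100% = Melanotan II plus saturating MCL0020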
#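 Material – human MC4R-expressing U2OS cells · Repeats – no replicates · Detection – TR-FRET with Eu-cAMP and labeled anti-cAMP, 671 nm · Times – compound 30 min, challenge 1 h, detection 1 h · Compound – single nominal compound dose of 6.5 µM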
# ABCB6 inh MLPCN: inhibitors of human ABC transporter ABCB6; Q9NP58; K562-ABCB6 porphyrin accumulation, flow cytometry, 1 h; active compounds read low; fluorescence ratio to DMSO, % at 10 µM; actives 0.19% (n = 360,000); AID 602162;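 active = fluorescence ratio to DMSO below 75%, the collection mean minus 3 SD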;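 also: signal is porphyrin accumulated inside mitochondria; 100% equals median channel fluorescence of DMSO control wells; lower ratio means ABCB6 inhibition with less porphyrin fluorescence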
# Starred values were filed as active, the others as inactive; nt = no result given. The list is partial. The share of hits here may be higher or lower than overall.
nr	SMILES	TLR9-MyD88 block	Cardio protect	MC4R ag barr	N-glyco inh	NCOA2 inhibitor	NOD2 RIPK2 PPI	HTR2A ag	ABHD5-PLIN5 inh	MC4R antag cAMP	ABCB6 inh MLPCN
1	CCc1ccc(NC(=O)CSc2nnc(-c3ccco3)o2)cc1	1.3	-1.9	-3.5	1.5	-29.3	-1.3	0.0	-1.6	3.4	95.0
2	N#Cc1ccc(-c2nc3ccc(Cl)cn3c2Cc2ccccc2)cc1	nt	-1.9	nt	-0.4	19.2	-9.6	-0.8	-14.5	nt	108.0
3	CC(=O)NC1CSCC1OC(C)=O (configuration not stated)	10.1	2.2	-0.6	0.8	-4.0	-15.5	3.6	-1.2	-0.9	100.0
4	CCN(CC(=O)Nc1c(F)cccc1F)C(=O)CCC(=O)c1ccc(F)cc1	4.0	1.9	-1.3	0.2	4.5	-8.8	-6.5	-2.4	-5.5	101.0
5	Cc1ccc(-n2ncc3c(=O)n(CC(=O)NCc4ccco4)cnc32)cc1	0.9	-10.7	-0.1	3.8	-32.8	-5.5	-4.0	4.0	7.9	96.0
6	COc1ccccc1N1CCN(C(=O)CSc2nc(C)c(Cc3ccccc3)c(=O)[nH]2)CC1	-0.9	-2.4	-0.7	-1.6	6.4	-7.0	-1.5	-3.9	9.4	88.0
7	CCOC(=O)N1CCN(C(=O)CN(Cc2ccccc2)S(=O)(=O)c2ccc(OC)c(Cl)c2)CC1	-14.5	8.4	0.3	-1.2	5.8	-2.4	-3.9	-5.1	15.5	97.0
8	CN1CCc2c(n(CC(O)CNCc3ccccc3)c3ccccc23)C1=O (configuration not stated)	-13.0	9.1	-0.7	-1.3	5.1	-0.2	-6.2	4.0	14.0	111.0
9	COc1ccc(-c2cn[nH]c2-c2ccc(OCc3ccccc3)cc2O)cc1	8.5	-8.7	9.3*	-11.6	20.2	1.2	2.2	-3.8	6.1	88.0
10	Cc1ccc(OCCN2C(=O)S/C(=C\c3ccc(C)o3)C2=O)cc1	-5.2	-7.2	-0.6	2.0	4.8	0.7	-1.4	3.8	12.0	120.0
11	O=C(Nc1ccc2c(c1)OCO2)c1csc(COCCO)n1	nt	11.1	0.9	-0.9	nt	5.0	3.6	-3.6	7.2	99.0
12	CCC(=O)Nc1nc2ccc([N+](=O)[O-])cc2s1	7.6	-3.2	-1.0	-2.1	-41.5	-4.4	0.0	2.0	10.6	95.0
13	CCN(CC)S(=O)(=O)c1ccc(OC)c(NC(=O)c2cccs2)c1	2.4	-0.5	-3.1	0.7	-12.8	-2.6	-3.5	-0.7	-0.6	97.0
14	Cc1ccc(S(=O)(=O)N(C)C)cc1NC(=O)C1CCCC1	12.7	0.9	1.0	-1.5	16.0	2.4	-1.4	-6.7	5.6	94.0
15	CC1CCN(C(=O)Cn2c(=O)n(CCc3ccccc3)c(=O)c3ccccc32)CC1	-4.1	4.0	-0.2	-0.2	nt	0.0	1.3	-3.8	7.8	91.0
16	CCOC(=O)c1c(N2C(=O)CC(Sc3ccccc3C(=O)O)C2=O)sc(C)c1C (configuration not stated)	-2.3	-6.2	0.7	-0.6	-2.5	8.5	-2.5	11.8	5.5	99.0
17	O=C(O)Cn1nc(-c2ccccc2)cc1-c1ccccc1	-12.6	-4.0	-0.8	-0.2	-26.2	-10.6	1.2	5.8	2.8	93.0
18	O=C(NC(c1ccccc1)c1ccccn1)c1cccc([N+](=O)[O-])c1 (configuration not stated)	nt	-0.5	-3.3	0.1	30.8	-10.7	-4.5	0.6	25.2	108.0
19	Cn1ncc2c(NCc3ccccc3)nc(NCCCO)nc21	-1.9	1.1	-2.1	-0.9	12.5	-5.5	-11.0	6.5	-5.0	95.0
20	O=C(O)C1CC(=O)N(CCc2ccc(F)cc2)C1 (configuration not stated)	-4.4	-2.2	-0.3	1.7	-4.0	-5.8	0.6	10.7	-4.0	100.0

# A few values from above.
# compound 9 | ABCB6 inh MLPCN = 88.0
# compound 15 | TLR9-MyD88 block = -4.1

# Next section:
nr	SMILES	TLR9-MyD88 block	Cardio protect	MC4R ag barr	N-glyco inh	NCOA2 inhibitor	NOD2 RIPK2 PPI	HTR2A ag	ABHD5-PLIN5 inh	MC4R antag cAMP	ABCB6 inh MLPCN
21	Cc1ccc(-c2n[nH]c(=S)n2/N=C/c2c(C)[nH]n(-c3ccccc3)c2=O)cc1	-6.7	18.6	-2.0	1.9	12.9	2.5	-2.1	-24.9	-1.9	99.0
22	CCCCC(=O)OCC(=O)Nc1cccc(S(=O)(=O)NC2=NCCCCC2)c1	-2.9	3.4	-2.8	1.0	-0.8	2.6	3.3	-2.1	2.0	98.0
23	CCOC(=O)[C@]12CCCC=C1N(Cc1ccc(Cl)cc1Cl)C(=O)[C@H](CC(=O)N1CCCCC1)C2	nt	nt	nt	nt	-5.0	-6.4	4.5	-5.0	nt	99.0
24	COC(=O)Nc1nc2c(C)cccc2s1	0.3	4.2	-2.2	2.5	-26.3	-8.9	-1.4	3.3	3.5	98.0
25	CCOc1ccc(NS(=O)(=O)c2ccc(NC(=O)c3cccnc3)c(OC)c2)cc1	0.2	-3.6	0.1	-0.9	-9.5	-2.6	-1.1	3.9	10.9	95.0
26	COc1ccc(CC(=O)Oc2ccccc2[N+](=O)[O-])cc1	1.1	3.5	0.0	0.3	-14.7	-0.3	-6.9	9.3	1.8	92.0
27	COc1ccc2c(c1)C(C)=CC(C)(C)N2C(=O)CNCc1ccc2c(c1)OCO2	-9.4	-1.4	2.9	-2.2	3.6	-11.8	-18.1	-5.7	19.5	95.0
28	O/N=C(\c1ccc(Cl)cc1Cl)c1ncc(C(F)(F)F)cc1Cl	18.5	-9.2	-1.4	-7.2	1.7	17.8	0.8	-27.6	10.2	103.0
29	Fc1ccccc1COc1ccc(Br)cc1CNCc1cccnc1	-9.9	-13.2	5.4	0.4	-17.8	4.6	-5.9	-0.6	7.2	94.0
30	Cc1cc(N(C)C)ccc1N=Nc1ccc2ncccc2c1	4.2	-15.0	0.3	-9.6	-92.3	-7.8	5.1	-3.5	16.6	97.0
31	COCc1cc(Sc2ccc(Cl)cc2)nc(-c2ccccc2)n1	0.8	-25.4	3.0	-1.7	-0.9	-1.7	3.8	-4.7	15.0	101.0
32	COc1ccccc1-c1cccc2nccn12	nt	-4.7	2.7	0.6	-20.9	-13.1	-2.6	19.4	9.3	97.0
33	NNC(=O)c1csc(Cc2c(Cl)sc3ccc(Cl)cc23)n1	-9.2	-6.4	-1.8	4.2	-4.5	-9.3	-1.1	-2.7	23.1	99.0
34	CC1CCCN(C(=O)c2nn(C)c3c2CS(=O)(=O)c2ccccc2-3)C1 (configuration not stated)	-8.5	3.9	0.7	-0.1	7.1	-6.9	-1.7	0.1	6.0	96.0
35	CC(C)OP(=O)(c1ccc(N(C)C)cc1)C(O)c1ccccc1F (configuration not stated)	3.8	1.9	-1.7	1.8	-20.2	-9.5	-0.5	-5.0	3.8	102.0
36	C=CCSc1nnc(-c2ccc(Cl)cc2Cl)o1	11.6	-13.9	5.5	-13.3	-53.5	-32.6	-1.4	0.2	-2.5	99.0
37	CCCNc1cc(=S)nc(N)[nH]1	-8.8	5.1	-2.3	-1.4	5.2	-9.5	1.6	-1.6	4.5	101.0
38	O=C(N/N=C/c1ccccc1O)c1cccc2ccccc12	-2.6	36.1	-1.1	-6.0	14.7	9.9	-3.1	-0.9	2.4	99.0
39	CCC1Sc2ccc(S(=O)(=O)CCC(=O)Nc3cccc(Br)c3)cc2NC1=O (configuration not stated)	11.2	-1.6	-2.9	-2.8	-14.6	7.3	-2.8	-4.6	-0.2	98.0
40	CCOC(=O)C1(CC2CCCCO2)CCN(Cc2ccc(OC)cc2F)CC1 (configuration not stated)	-1.9	-9.3	-2.4	-0.4	-2.5	-13.4	-1.2	1.6	-1.4	103.0
41	COc1ccc(CC(=O)NCc2ccccc2F)cc1S(=O)(=O)N1CCOCC1	-6.7	-1.2	-2.6	0.6	16.7	5.3	-0.7	1.1	-7.9	95.0
42	COc1ccc(OC)c(C(c2nnnn2C2CCCC2)N2CCN(c3ccc(F)cc3)CC2)c1 (configuration not stated)	-7.3	-1.3	-2.0	-7.1	20.0	12.1	-4.0	-4.0	15.9	101.0
43	COCCCNCC#CCOc1ccc(OC)cc1	-0.7	5.7	-0.6	-0.3	-15.1	6.1	2.1	1.3	13.8	81.0
44	Cc1cc(C)n2nc(S(=O)(=O)N(CC(C)C)CC(C)C)nc2n1	-1.9	6.8	-0.3	0.8	-21.4	-15.1	1.8	-6.2	-7.0	103.0
45	CC1=CC(C)C2COC(c3ccc[n+](C)c3)C1C2C (configuration not stated)	4.5	-4.2	4.0	3.2	7.5	-2.6	0.9	-4.4	6.4	95.0
46	Cn1c(=O)c(=O)n(C)c2cc(S(=O)(=O)N3CCN(Cc4ccccc4)CC3)ccc21	5.7	1.2	-2.3	1.2	-13.2	2.7	1.4	-7.9	1.1	101.0
47	O=C(NC(=S)N1CCCCCC1)c1ccccc1Cl	5.3	2.2	1.5	0.2	16.3	-2.5	-0.7	-3.1	4.9	97.0
48	CCc1cc2c(SCC(=O)NC3CC3)ncnc2s1	1.4	0.2	-0.8	1.2	20.0	-9.3	10.2	-0.1	-3.2	99.0
49	Cc1cc(NC(=O)c2ccc3c(c2)C(=O)N(Cc2ccccc2)C3=O)no1	10.1	0.2	4.6	2.0	-20.0	-1.5	1.3	-3.5	7.4	103.0
50	COc1ccc(N2C(=O)CSC23C(=O)N(CC(=O)NC2CCCC2)c2ccccc23)cc1 (configuration not stated)	-6.2	-3.3	0.0	-0.5	15.6	-1.4	9.7	6.2	-0.3	96.0
51	Cc1cc(Nc2ccccc2Cl)c2ccccc2n1	6.0	-7.5	0.4	-2.1	14.7	-2.5	-0.5	3.0	-6.6	94.0
52	Cc1cc(C)c(C(=O)COC(=O)C2CC3CCCC(C2)C3=O)c(C)c1 (configuration not stated)	-7.0	1.8	0.0	1.5	-1.1	3.1	-3.8	-6.6	7.3	98.0
53	O=C(NCCc1ccccc1)c1cccc(NC(=O)C2CC2)c1	9.9	8.7	1.8	-1.9	-79.9	-5.1	0.3	3.3	-4.5	102.0
54	CC(=O)NC(Cc1c[nH]c2ccccc12)C(=O)OCC(=O)Nc1cc(C)on1 (configuration not stated)	4.6	-11.5	-1.9	2.9	5.2	-8.2	-1.5	1.6	3.8	101.0
55	O=C(COC(=O)/C=C/c1ccccc1)NCc1cccs1	-0.8	-3.7	-2.7	1.3	-9.6	2.8	3.5	4.8	0.8	94.0
56	O=C(NCc1ccc(Cl)cc1)c1ccc2nc[nH]c2c1	-3.5	1.5	-3.2	1.5	11.8	-4.3	-3.0	-1.7	3.0	96.0
57	COc1cc(OC)cc(C(=O)Nc2cccc(C(C)=O)c2)c1	-8.0	4.8	-2.5	6.7	-11.9	-2.4	3.8	0.1	3.3	88.0
